Source: PubChem
CCR6 antag – CCR6 receptor antagonists, primary screen, cell-based, CHO-K1, luminescence, beta-arrestin, uHTS; C-C chemokine receptor type 6 (Homo sapiens), P51684; CHO-K1 CCR6 PathHunter beta-arrestin, CCL20-stimulated; inhibition, % at 20 µM; hit rate 0.49% among 340,000; AID 493098, 2011;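 active means compounds whose inhibition of the agonist-driven luminescence signal at 20 µM reaches about 50%, limit read from the data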;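 further: cells stimulated with CCL20 at 14 nM final; plate controls were DMSO with CCL20 for no effect and DMSO without agonist for full effect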
EBI2 block – EBI2 receptor antagonists, beta-arrestin recruitment, primary screen, cell-based, luminescence, 7a,25-OHC stimulation, uHTS; inhibition, % at 5 µM; hit rate 0.81% among 360,000; AID 651636, 2012; 7a,25-OHC stimulated; G-protein coupled receptor 183 (Homo sapiens), P32249; in the data active means inhibition above about 38%;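 further: enzyme fragment complementation signal reports receptor beta-arrestin coupling in cells; 0% = agonist plus DMSO wells and 100% = wells without agonist; some results beyond the cut were filed as inactive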
Target sequence (P32249 whole entry, looked up, the tested form may be a part): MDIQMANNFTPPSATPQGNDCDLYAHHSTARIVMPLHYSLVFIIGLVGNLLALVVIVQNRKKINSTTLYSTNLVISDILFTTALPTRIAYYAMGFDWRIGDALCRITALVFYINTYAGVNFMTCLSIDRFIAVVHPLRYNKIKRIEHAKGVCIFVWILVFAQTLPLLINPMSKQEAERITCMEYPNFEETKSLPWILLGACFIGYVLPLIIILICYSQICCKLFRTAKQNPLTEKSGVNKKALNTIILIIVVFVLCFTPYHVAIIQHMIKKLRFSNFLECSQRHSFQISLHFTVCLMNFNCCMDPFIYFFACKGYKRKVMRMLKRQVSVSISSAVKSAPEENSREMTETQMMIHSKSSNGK
APJ ag – agonists of human apelin receptor APJ, primary screen, CHO-K1 cells, PathHunter beta-arrestin, luminescence; P35414; 0% DMSO wells, 100% apelin; activation, % at 20 µM; hit rate 0.11% among 330,000;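 active means activation more than six SD over the plate average, tested at 20 µM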;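 further: 0% = DMSO alone and 100% = apelin-13 at 10 nM; some results filed as inactive read as strong as hits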
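Incubation: overnight seeding, 90 min compound at 25 °C, 1 h detection; test system: PathHunter CHO-K1 APJ (AGTRL-1) beta-arrestin reporter cells; amount: 1000 cells/well; doses: one dose, 20 µM compound, 1% DMSO; measured by: beta-gal luminescence; measure: agonist-driven arrestin binding to APJ; benchmarks: negative DMSO alone, positive Apelin-13 at 10 nM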
APJ antag – antagonists of human apelin receptor APJ, primary screen, CHO-K1 cells, beta-arrestin complementation, luminescence. P35414. inhibition, % at 20 µM. hit rate 0.32% among 330,000. AID 2521, 2010;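 active means inhibition above about 40% at 20 µM, limit read from the data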;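 further: cells challenged with 10 nM apelin-13 agonist together with compound; plate controls were apelin-13 plus DMSO wells for no effect and DMSO wells lacking apelin-13 for full effect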
Gli-Sufu antag – Gli-Sufu pathway antagonists, primary screen, luciferase luminescence, Sufu-KO-LIGHT cells, uHTS; Sufu-KO-LIGHT fibroblasts, Gli luciferase reporter luminescence; inhibition, % at 5 µM; hit rate 0.74% among 340,000; AID 588413, 2011;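 active means inhibition above about 55%, limit read from the data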;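 further: 0% = DMSO-treated cells and 100% = wells with medium but no cells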
UBC13 inh – UBC13 polyubiquitin chain formation inhibitors, primary screen, biochemical, TR-FRET, uHTS; AID 485273, 2010; Ubiquitin-conjugating enzyme E2 N (Homo sapiens), P61088; hit rate 0.47% among 330,000; inhibition, % at 20 µM; in the data active means inhibition above about 45%, passing the limit was not always enough; inconclusive means no clear call, values can overlap the other calls
Target sequence (P61088 whole entry, looked up): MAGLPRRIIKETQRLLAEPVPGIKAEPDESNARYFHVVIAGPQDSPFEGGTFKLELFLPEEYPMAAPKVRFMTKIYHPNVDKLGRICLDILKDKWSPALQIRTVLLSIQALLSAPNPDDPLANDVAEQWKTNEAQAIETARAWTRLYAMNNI
CXCR6 inh – CXCR6 receptor inhibitors, primary screen, cell-based, beta-arrestin, luminescence, CHO-K1 PathHunter, 1536-well | inhibition, % at 20 µM | hit rate 0.36% among 360,000 | C-X-C chemokine receptor type 6 (Homo sapiens), O00574 | AID 602244, 2012; in the data active means inhibition above about 34%, passing the limit was not always enough;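 further: antagonist mode with CXCL16 agonist at 10 nM final; 0% = 10 nM CXCL16 with DMSO and 100% = unstimulated wells without agonist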
Target sequence (O00574 whole entry, looked up): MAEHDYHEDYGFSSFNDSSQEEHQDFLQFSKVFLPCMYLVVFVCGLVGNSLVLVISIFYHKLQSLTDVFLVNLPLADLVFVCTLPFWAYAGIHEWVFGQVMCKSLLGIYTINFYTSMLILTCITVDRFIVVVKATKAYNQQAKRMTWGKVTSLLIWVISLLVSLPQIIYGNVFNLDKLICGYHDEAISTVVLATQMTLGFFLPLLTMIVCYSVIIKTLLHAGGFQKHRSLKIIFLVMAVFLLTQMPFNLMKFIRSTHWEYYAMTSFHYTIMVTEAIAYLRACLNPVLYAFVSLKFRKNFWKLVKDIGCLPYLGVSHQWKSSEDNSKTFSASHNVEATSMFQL
ATG4B inh – ATG4B protease inhibitors, primary screen, biochemical, fluorescence, uHTS; hit rate 0.51% among 340,000; Cysteine protease ATG4B (Homo sapiens), Q9Y4P1; AID 504462, 2011; inhibition, % at 8.33 µM; ATG4B cleavage of LC3-PLA2, NBD-HPC fluorescence, 1 h; in the data active means inhibition above about 40%
An asterisk follows results filed as active.

CCCCOc1ncnc2c1[nH]c1ccc(F)cc12 was read as CCR6 antag 11, EBI2 block -4, APJ ag 7, APJ antag -1, Gli-Sufu antag 58*, UBC13 inh -2, CXCR6 inh -4 and ATG4B inh 13.
Screening O=C(c1ccco1)N1CCN(Cc2cn[nH]c2-c2ccc(F)cc2F)CC1 returned CCR6 antag 5, EBI2 block -4, APJ ag 3, APJ antag 12, Gli-Sufu antag 2, UBC13 inh -2, CXCR6 inh 57* and ATG4B inh -10.
Screening COCCNC(=S)N(CCc1c(C)[nH]c2ccccc12)Cc1cccnc1 returned CCR6 antag 5, EBI2 block -19, APJ ag -2, APJ antag 0, Gli-Sufu antag 12, UBC13 inh 0, CXCR6 inh 4 and ATG4B inh -4.
`CCCC1S/C(=N/N=C/c2ccco2)NC1=O` (centres undefined) gave CCR6 antag -1, EBI2 block -7, APJ ag -2, APJ antag 12, Gli-Sufu antag -8, UBC13 inh 12, CXCR6 inh -7 and ATG4B inh -5.
`COc1ccc(OC)c(NC(=O)CSc2nnnn2C)c1` gave CCR6 antag -12, EBI2 block -15, APJ ag -3, APJ antag -10, Gli-Sufu antag -4, UBC13 inh 11, CXCR6 inh -4 and ATG4B inh 2.
`CCN(CC)CCN1C(=O)C2C(C(=O)Nc3cc(C)cc(C)c3)C3C=CC2(O3)C1C(=O)NC1CCCCC1` (centres undefined) gave CCR6 antag 5, EBI2 block 0, APJ ag -1, APJ antag -20, Gli-Sufu antag 64*, UBC13 inh -5, CXCR6 inh -5 and ATG4B inh 3.
For COc1ccccc1N1CCN(C(=O)c2cc3c(s2)CCCCC3)CC1 the results were CCR6 antag 0, EBI2 block 8, APJ ag 5, APJ antag 2, Gli-Sufu antag 9, UBC13 inh 2, CXCR6 inh -7 and ATG4B inh -1.
`CN(CCCN1CCCCC1)C(=O)CCc1nnc(C2CCCCC2)o1` gave CCR6 antag 6, EBI2 block -10, APJ ag -2, APJ antag -6, Gli-Sufu antag 3, UBC13 inh -3, CXCR6 inh 8 and ATG4B inh 3.
For CCCCN(C(=O)C1CC(=O)N(c2ccc3c(c2)OCCO3)C1)c1c(N)n(CCCC)c(=O)[nH]c1=O (centres undefined) the results were CCR6 antag 3, EBI2 block 5, APJ ag 1, APJ antag 17, Gli-Sufu antag -3, UBC13 inh 6, CXCR6 inh -6 and ATG4B inh -1.
`CSc1nsc(/C=C/Nc2ccc(F)cc2F)c1C#N` gave CCR6 antag 4, EBI2 block -4, APJ ag -2, APJ antag -12, Gli-Sufu antag -10, UBC13 inh -13, CXCR6 inh 7 and ATG4B inh 2.
Screening CCCn1c(N)c(C(=O)CSc2nc3ccccc3s2)c(=O)[nH]c1=O returned CCR6 antag -7, EBI2 block 0, APJ ag -1, APJ antag -7, Gli-Sufu antag -8, UBC13 inh -14, CXCR6 inh 4 and ATG4B inh -18.
Screening O=C(CN1CCN(S(=O)(=O)c2ccc(Br)cc2)CC1)Nc1ccccc1F returned CCR6 antag -5, EBI2 block -16, APJ ag -2, APJ antag 8, Gli-Sufu antag 4, UBC13 inh -1, CXCR6 inh -6 and ATG4B inh -11.
Screening COc1ccc(Cl)cc1NC(=O)CN(C)C(=O)CNC(=O)C12CC3CC(CC(C3)C1)C2 returned CCR6 antag -1, EBI2 block 1, APJ ag -4, APJ antag 4, Gli-Sufu antag 6, UBC13 inh 0, CXCR6 inh -8 and ATG4B inh -4.
For Cn1c(=O)c2cc(S(=O)(=O)NCCC(=O)NCCC3=CCCCC3)ccc2n(C)c1=O the results were CCR6 antag 5, EBI2 block -1, APJ ag 1, APJ antag -3, Gli-Sufu antag -7, UBC13 inh 10, CXCR6 inh -1 and ATG4B inh -7.
Screening Cc1cccnc1Nc1nc(-c2ccc(O)cc2O)cs1 returned CCR6 antag 5, EBI2 block 0, APJ ag 4, APJ antag -14, Gli-Sufu antag -41, UBC13 inh 16, CXCR6 inh 4 and ATG4B inh -16.
For Cc1ccc(C(C(=O)NC2CCCC2)N(C(=O)Cc2cccs2)c2cccc(C)c2C)o1 (centres undefined) the results were CCR6 antag 20, EBI2 block 3, APJ ag -4, APJ antag 8, Gli-Sufu antag 7, UBC13 inh -8, CXCR6 inh 14 and ATG4B inh 0.
For COc1ccccc1/C=C1\SC(=O)N(CCC(=O)N2CCCCC2CCO)C1=O (centres undefined) the results were CCR6 antag 5, EBI2 block -1, APJ ag 3, APJ antag 29, Gli-Sufu antag 0, UBC13 inh -4, CXCR6 inh 10 and ATG4B inh -9.
Screening NC(=O)c1sc2nc(N3CCOCC3)c3c(c2c1N)CCCC3 returned CCR6 antag 19, EBI2 block 3, APJ ag -1, APJ antag 1, Gli-Sufu antag 26, UBC13 inh inconclusive, CXCR6 inh 2 and ATG4B inh -3.
`O=C(N/N=C\c1cc2c(cc1Cl)OCO2)c1ccc(Br)s1` gave CCR6 antag -2, EBI2 block 36, APJ ag 6, APJ antag -1, Gli-Sufu antag 1, UBC13 inh 6, CXCR6 inh 0 and ATG4B inh 3.
`CCOc1cc(/C=N/NC(N)=S)cc(Br)c1OCc1ccccc1C` gave CCR6 antag 16, EBI2 block 47*, APJ ag -7, APJ antag 3, Gli-Sufu antag 37, UBC13 inh 0, CXCR6 inh 5 and ATG4B inh -4.
`Cc1cc(OCC(=O)OCC(=O)N2CCc3ccccc3C2)ccc1Cl` gave CCR6 antag -1, EBI2 block -5, APJ ag 3, APJ antag 15, Gli-Sufu antag 9, UBC13 inh 1, CXCR6 inh -4 and ATG4B inh -31.
For Cc1ccc(NC(=O)c2ncn(CC(=O)NCC(C)c3ccccc3)n2)cc1C (centres undefined) the results were CCR6 antag 29, EBI2 block 7, Gli-Sufu antag 2, CXCR6 inh 0 and ATG4B inh -4.
`CCc1ccc2c(CC(=O)Nc3nnc(C4CC4)s3)coc2c1` gave CCR6 antag -7, EBI2 block 3, APJ ag 0, APJ antag 9, Gli-Sufu antag 7, UBC13 inh 2, CXCR6 inh -2 and ATG4B inh -5.
`O=c1[nH]c(-[n+]2ccccc2)c(/C=N/N=C(\[O-])c2ccccc2)s1` gave CCR6 antag 1, EBI2 block 6, APJ ag -6, APJ antag 7, Gli-Sufu antag 6, UBC13 inh -32, CXCR6 inh -4 and ATG4B inh 7.
Screening COc1ccccc1NC(=O)Cn1c(CCC(=O)O)ccc1-c1ccccc1 returned CCR6 antag 7, EBI2 block -4, APJ ag 0, APJ antag 8, Gli-Sufu antag 2, UBC13 inh -4, CXCR6 inh -4 and ATG4B inh 2.
For O=C(NC(Cc1c[nH]c2ccccc12)c1nnc2n1CCCCC2)c1ccc(Cl)cc1 (centres undefined) the results were CCR6 antag -4, EBI2 block -2, APJ ag 6, APJ antag 4, Gli-Sufu antag 4, UBC13 inh -7, CXCR6 inh -1 and ATG4B inh 2.
Screening CCC1(c2ccc(Cl)cc2)NC(=O)N(CC(=O)NC2CCCCCC2)C1=O (centres undefined) returned CCR6 antag 3, EBI2 block 11, APJ ag 4, APJ antag 25, Gli-Sufu antag -1, UBC13 inh -1, CXCR6 inh 8 and ATG4B inh -3.
Nn1c(SC/C=C/c2ccccc2)nnc1-c1ccco1 was read as CCR6 antag 0, EBI2 block -4, APJ ag 0, APJ antag -1, Gli-Sufu antag 5, UBC13 inh -11, CXCR6 inh 8 and ATG4B inh -6.
`COc1ccccc1N1CCN(C(=O)c2ccc(CS(=O)(=O)c3ccccc3OC)o2)CC1` gave CCR6 antag -2, EBI2 block -6, APJ ag 4, APJ antag -1, Gli-Sufu antag -17, UBC13 inh -11, CXCR6 inh 1 and ATG4B inh -5.
O=C(CSC(=S)N1CCN(c2ccccc2)CC1)Nc1nc(-c2ccccc2)c(-c2ccccc2)o1 was read as CCR6 antag 21, EBI2 block 0, APJ ag -2, APJ antag 13, Gli-Sufu antag -14, UBC13 inh -3, CXCR6 inh 1 and ATG4B inh -6.

Ordered by heavy-atom count (largest number first): part of the list above.
O=C(CSC(=S)N1CCN(c2ccccc2)CC1)Nc1nc(-c2ccccc2)c(-c2ccccc2)o1 was read as CCR6 antag 21, EBI2 block 0, APJ ag -2, APJ antag 13, Gli-Sufu antag -14, UBC13 inh -3, CXCR6 inh 1 and ATG4B inh -6.
`COc1ccccc1N1CCN(C(=O)c2ccc(CS(=O)(=O)c3ccccc3OC)o2)CC1` gave CCR6 antag -2, EBI2 block -6, APJ ag 4, APJ antag -1, Gli-Sufu antag -17, UBC13 inh -11, CXCR6 inh 1 and ATG4B inh -5.
For O=C(NC(Cc1c[nH]c2ccccc12)c1nnc2n1CCCCC2)c1ccc(Cl)cc1 (centres undefined) the results were CCR6 antag -4, EBI2 block -2, APJ ag 6, APJ antag 4, Gli-Sufu antag 4, UBC13 inh -7, CXCR6 inh -1 and ATG4B inh 2.
Screening CCC1(c2ccc(Cl)cc2)NC(=O)N(CC(=O)NC2CCCCCC2)C1=O (centres undefined) returned CCR6 antag 3, EBI2 block 11, APJ ag 4, APJ antag 25, Gli-Sufu antag -1, UBC13 inh -1, CXCR6 inh 8 and ATG4B inh -3.
`Cc1cc(OCC(=O)OCC(=O)N2CCc3ccccc3C2)ccc1Cl` gave CCR6 antag -1, EBI2 block -5, APJ ag 3, APJ antag 15, Gli-Sufu antag 9, UBC13 inh 1, CXCR6 inh -4 and ATG4B inh -31.

(further entries)
Screening C[C@@H]1CCC[C@]2(O[C@@H](CCO)C[C@@H](O)[C@@H]2O)O1 returned CCR6 antag 2, EBI2 block -9, APJ ag -3, APJ antag 0, Gli-Sufu antag -2, UBC13 inh -3, CXCR6 inh 0 and ATG4B inh 5.
For O=C(NN1C(=O)C2C3C=CC(C3)C2C1=O)C(O)c1ccccc1 (centres undefined) the results were CCR6 antag -13, EBI2 block 1, APJ ag -4, APJ antag 9, Gli-Sufu antag 1, UBC13 inh 8, CXCR6 inh -4 and ATG4B inh 3.
`CCOc1cc(-c2nnc(NC(=O)C3=COCCO3)o2)cc(OCC)c1OCC` gave CCR6 antag 3, EBI2 block 0, APJ ag -2, APJ antag -43, Gli-Sufu antag -10, UBC13 inh -10, CXCR6 inh 4 and ATG4B inh 13.
For O=C(Nc1ccccc1Cl)N1CCN(c2ncccn2)CC1 the results were CCR6 antag 13, EBI2 block -1, APJ ag -1, APJ antag 15, Gli-Sufu antag 5, UBC13 inh 3, CXCR6 inh -5 and ATG4B inh -12.
Screening COc1ccc(OCc2nn3c(-c4cccc(OC)c4)nnc3s2)cc1 returned CCR6 antag 7, EBI2 block 5, APJ ag -2, APJ antag -14, Gli-Sufu antag -2, UBC13 inh -1, CXCR6 inh -1 and ATG4B inh -15.
COc1ccc(C(NC(=O)c2ccco2)c2ccc(OC)c(OC)c2)cc1 (centres undefined) was read as CCR6 antag 11, EBI2 block 0, APJ ag -3, APJ antag 9, Gli-Sufu antag 1, UBC13 inh -3, CXCR6 inh 6 and ATG4B inh 5.
Screening CCOC(=O)CSc1nc2ccccc2n1CC(=O)N(C(C)C)C(C)C returned CCR6 antag 1, EBI2 block 7, APJ ag 2, APJ antag 5, Gli-Sufu antag 0, UBC13 inh 2, CXCR6 inh 5 and ATG4B inh -1.

Not a hit list. About 3% of those tested had a hit in this group.
